Compound activity deposited in PubChem by National Center for Advancing Translational Sciences (NCATS).
TrxR1 substrate: rat thioredoxin reductase 1 substrate activity; purified TrxR1 substrate turnover, NADPH consumption readout; AID 588456; actives 0.01% (n = 390,000); Potency, µM (doses to about 114 µM), inactives show top-dose activity change, negative = substrate turnover; further: potency means the concentration at half of the fitted maximal effect; on the % scale 0 is the no-effect control and ±100 the full control effect; nearly all actives have a fitted effect of over 50% in size
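Rat TrxR1, dispensed at 90 nM, was prereduced with 400 uM NADPH (final) for 5 min at ~22 deg C, then incubated with compound 15 min before 400 uM selenite. A first-read NADPH fluorescence drop versus no-compound background flagged substrates.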
GLS inhibitor: blocks human kidney-isoform glutaminase activity; O94925; GLS enzymatic activity, qHTS titration; Potency, µM (series often up to 45.5 µM), for the others: at the highest dose activity change, negative = inhibition, most hits filed as inhibitors; actives 0.21% (n = 410,000); further: potency means the concentration at half of the fitted maximal effect; on the % scale 0 is the no-effect control and ±100 the full control effect
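Enzyme dispensed in phosphate buffer (45 mM, pH 8.2, 0.02% Tween-20), compounds pinned in, then 1 mM L-glutamine solution and the glutamate oxidase–HRP–Amplex Red mix added; fluorescence read immediately and again after 30 min at room temperature.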
Pin1 inhibitor: blocks the human prolyl isomerase Pin1 | Q13526 | Pin1 FP peptide displacement, HiFluor488, 10 min | Potency, µM (series often up to 115 µM), for the others: top-dose activity, negative = inhibition, hits mostly inhibitors | actives 0.009% (n = 390,000) | AID 504891; active means well fitted inhibition curve with a large enough effect in the polarisation, with a control signal flat, not every such curve was filed as active; inconclusive means small, poorly fitted or top-dose-only effect, or effect the other way, or a change in a side signal; inactive means no such curve, though single readings can be large or run the other way; the % refers to the polarisation; further: potency means the concentration at half of the fitted maximal effect; on the % scale 0 is the no-effect control and ±100 the full control effect
Target sequence (Q13526 whole entry, looked up): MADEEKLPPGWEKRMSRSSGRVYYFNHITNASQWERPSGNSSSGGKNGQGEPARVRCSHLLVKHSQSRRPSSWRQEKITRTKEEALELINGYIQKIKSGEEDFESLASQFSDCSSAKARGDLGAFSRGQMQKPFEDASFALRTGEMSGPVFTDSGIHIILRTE
USP1-UAF1 inh: inhibitors of human USP1/UAF1 deubiquitinase | O94782 | recombinant USP1/UAF1, Ub-Rhodamine cleavage fluorescence | Potency, µM (doses to about 57.1 µM), for the others: top-dose activity change, negative = inhibition, most hits filed as inhibitors | actives 0.23% (n = 390,000) | AID 743255; further: potency means the concentration at half of the fitted maximal effect; on the % scale 0 is the no-effect control and ±100 the full control effect; nearly all actives have a fitted effect of over 60% in size; inactives centre near -12
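In this screen, compounds sit with the deubiquitinase complex (1nM) for 15 min at room temperature before Ub-Rho is added at 150nM final. Fluorescence rise is then followed for 6 reads every 60 seconds.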
PGK inhibitor: T. brucei PGK inhibition. PGK/GAPDH coupled, Kinase-Glo luminescence, 60 min. actives 0.043% (n = 380,000). Potency, µM (highest dose often 57.5 µM), for the others: at the top dose activity change, negative = inhibition, most hits filed as inhibitors; further: potency means the concentration at half of the fitted maximal effect; on the % scale 0 is the no-effect control and ±100 the full control effect; nearly all actives have a fitted effect of over 60% in size
Target sequence (P07378 whole entry, looked up): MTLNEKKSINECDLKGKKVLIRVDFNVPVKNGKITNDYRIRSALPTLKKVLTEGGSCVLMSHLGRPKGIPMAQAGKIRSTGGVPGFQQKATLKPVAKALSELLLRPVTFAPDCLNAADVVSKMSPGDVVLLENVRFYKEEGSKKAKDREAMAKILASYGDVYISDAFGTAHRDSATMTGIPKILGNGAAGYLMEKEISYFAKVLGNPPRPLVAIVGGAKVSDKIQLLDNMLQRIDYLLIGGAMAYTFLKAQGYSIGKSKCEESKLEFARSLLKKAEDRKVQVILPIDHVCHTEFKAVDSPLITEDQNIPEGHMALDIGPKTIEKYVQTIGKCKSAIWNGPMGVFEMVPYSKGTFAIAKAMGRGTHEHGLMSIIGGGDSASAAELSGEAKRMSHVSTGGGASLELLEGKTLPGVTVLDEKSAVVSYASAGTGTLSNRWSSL
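Recombinant glycosomal PGK reaction used 1,3-bisphosphoglycerate generated in-well by GAPDH (100nM final) in 100mM TEA pH 7.6, 5mM MgCl2, 0.01% Tween-20. After 60 minutes at room temperature, ATP was read by Kinase-Glo Plus luminescence end-point.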
mIDH1 inhibitor: blocks human mutant IDH1 R132H enzyme; AID 602179; IDH1-R132H enzyme, NADPH consumption, diaphorase/resazurin fluorescence; actives 0.093% (n = 390,000); O75874; Potency, µM (series often up to 76.6 µM), for the others: at the top dose activity change, negative = inhibition, actives largely listed as inhibitors; further: potency means the concentration at half of the fitted maximal effect; on the % scale 0 is the no-effect control and ±100 the full control effect; nearly all actives have a fitted effect of over 65% in size
Target sequence (O75874 whole entry R132H, stated change not applied): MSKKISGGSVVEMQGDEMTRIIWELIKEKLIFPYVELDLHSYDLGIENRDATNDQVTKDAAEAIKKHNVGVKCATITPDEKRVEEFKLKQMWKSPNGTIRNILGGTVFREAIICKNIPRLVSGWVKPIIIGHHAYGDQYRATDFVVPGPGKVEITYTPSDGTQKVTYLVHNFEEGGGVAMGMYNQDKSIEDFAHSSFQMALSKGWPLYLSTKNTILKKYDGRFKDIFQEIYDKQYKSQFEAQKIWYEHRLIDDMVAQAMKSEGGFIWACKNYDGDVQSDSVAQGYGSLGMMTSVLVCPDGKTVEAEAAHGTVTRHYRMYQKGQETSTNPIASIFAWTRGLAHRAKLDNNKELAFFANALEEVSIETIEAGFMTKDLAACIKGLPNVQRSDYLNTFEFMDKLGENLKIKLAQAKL
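IDH1-R132H (0.5 ug/mL dispensed) in pH 7.5 Tris buffer was preincubated 30 min with compound, then given a substrate mix of 0.016 mM NADPH and 2 mM alpha-KG for 80 min at room temperature; remaining NADPH was read by diaphorase/resazurin fluorescence.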
HP1b chromo inh: blocks HP1-beta chromodomain binding to methylated histone tails; AlphaScreen HP1-beta / biotin-H3K9me3 peptide binding; Potency, µM (series often up to 114 µM), without a hit: at the top dose activity change, negative = inhibition, usual class: inhibitors; actives 0.56% (n = 390,000); further: potency means the concentration at half of the fitted maximal effect; nearly all actives have a fitted effect of over 70% in size; inactives centre near 23
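HP1-beta protein (50 nM final) preincubated 30 min at room temperature with biotinylated H3(1-18)K9me3 peptide (50 nM) in PBS pH 7.4, 0.01% Tween-20, then compound added for 30 min. AlphaScreen streptavidin donor/nickel chelate acceptor beads (10 ug/mL final), 30 min dark, luminescence read.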
rTrxR1 inhibitor: blocks rat thioredoxin reductase 1. O89049. recombinant rTrxR1, NADPH fluorescence consumption, selenite substrate. Potency, µM (highest dose often 114 µM), for inactives: at the highest dose activity change, negative = inhibition, most hits filed as inhibitors. actives 1% (n = 390,000); further: potency means the concentration at half of the fitted maximal effect; on the % scale 0 is the no-effect control and ±100 the full control effect; nearly all actives have a fitted effect of over 65% in size
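Rat TrxR1 (90 nM in the dispensed reagent) was pre-reduced with 400 uM NADPH for 5 min at room temperature, then incubated with compound for 15 min. After 400 uM selenite was added, NADPH fluorescence (Ex 340/Em 450 nm) was followed for 8 min.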
PI4K2A block: blocks human PI4K2A kinase activity. Q9BTU6. purified PI4K2A, ADP-Glo luminescence, 1 h; active compounds read low. activity change, negative = inhibition, % at 76.9 µM. actives 0.13% (n = 420,000). AID 1346378; in the data active means activity change below about -50%; inconclusive means mostly about -30% to -49%;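 further: -100% = wells without enzyme as full effect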
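In this quantitative HTS, ADP production by PI4K2A was quantified luminescently after 1 h at ambient temperature; 100 microM adenosine served as plate-quality control.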
* hit, by the source's call; i = inactive; u = inconclusive; x = not tested or not shown; & = joins results of further samples; [ ] = remark or other dose. Unless noted, the call rests on the fitted dose curve; in most records, active means well fitted curve in the direction sought with a large enough effect; inconclusive means small, poorly fitted or top-dose-only effect, or another doubt; inactive means no such curve, though single readings can be large; an effect the other way counts as inactive or inconclusive.

SMILES,TrxR1 substrate,GLS inhibitor,Pin1 inhibitor,USP1-UAF1 inh,PGK inhibitor,mIDH1 inhibitor,HP1b chromo inh,rTrxR1 inhibitor,PI4K2A block
OCC[C@@H]1C[C@H](O)[C@@H](O)[C@@]2(CCc3ccccc3O2)O1,0%,6%,-8%,-31%,-5%,1%,56%[activator],2%,1
O=C(CC1C[C@H](C(=O)N2CCOCC2)[C@@]2(CCC3CCCC3)c3[nH]c4ccccc4c3CCN2C1=O)NCc1cccc(C(F)(F)F)c1 (stereo partly specified),-7%,-3%,-3%,-22%,-10%,-7%[38.3 µM],37%,9%,-1
CN1C(=O)Cc2cc(S(=O)(=O)CCC(=O)Nc3ccc(Cl)c(C(F)(F)F)c3)ccc21,3%[57.1 µM],u,10%,-11%,-6%,-1%,30%,18%[57.1 µM],-2
COC(=O)C(C)Sc1nc2c(c(-c3ccc(OC)cc3)c1C#N)-c1ccccc1C2=O (stereo unspecified),-5%,x,13%,-12%,-5%,4%,37%,7%,0
CCn1c(=O)[nH]c(=O)c2c(N)c(C(=O)c3ccccc3OC)sc21,-6%,18%,-5%,-3%,0%,1%,8%,8%,-4
c1ccc(C2CC(c3cccs3)Nc3nnnn32)cc1 (stereo unspecified),-5%[57.1 µM],8%,-2%,-14%,-5%,9%,20%,25%[57.1 µM],-8
CCOCCCNC(=O)C1CC(=O)N(CCc2ccc(C)cc2)C1 (stereo unspecified),-16%,-3%,0%,-6%,8%,0%,57%[activator],-33%,1
CCOC(=O)CNc1nc(Oc2ccc(=O)n(C)n2)nc(N(CC)CC)n1,-2%&4%,9%&-10%,0%&-8%,-13%&-21%,-2%&-3%,-11%&6%,6%&6%,-6%&23%,1&1
O=C(CNC(=O)c1ccccc1)OCc1cccc([N+](=O)[O-])c1,-6%,-3%,-7%,-18%,-1%,4%,45%[activator],-8%,-3
COc1cc(CC(=O)NNC(=O)c2cccs2)cc(OC)c1OC,2%,8%,-4%,-22%,i,15%,31%,19%,0
CCc1ccc(CNCc2cccs2)cc1,9%[57.1 µM],15%,1%,-11%,-4%,3%,14%,19%[57.1 µM],0
C=CCn1c(=O)c2ccccc2n2c(SCC(=O)c3ccccc3)nnc12,1%,24%,9%,-13%,-4%,4%,-19%,-26%,-3
O=C(NC(=S)NC1CCS(=O)(=O)C1)c1ccccc1Br (stereo unspecified),-10%,-2%,-2%,-11%,i,6%,27%,-13%,-5
O=C(CN(c1ccc(F)cc1)S(=O)(=O)c1ccccc1)Nc1ccccc1C(=O)O,9%,14%,-7%,-20%,-7%,9%,9%,19%[57.1 µM],1
COc1cccc(NC(=O)CN2CCc3ccccc3C2)c1,3%,5%,0%,-5%,-3%,4%,30%,21%,2
CON(C)c1nc(Oc2ccc(=O)[nH]n2)nc(N(C)C)n1,5%,5%,-5%,-25%,-6%,8%,19%,15%,2
C=CCNc1nc(NCc2ccco2)nc(OCC)n1,11%[57.1 µM],-2%,-9%,-16%,-5%,4%,17%,9%[57.1 µM],5
CCN1C(=O)C(=O)N(CC(=O)N2CCN(c3ccccc3)CC2)C1=O,6%,1%,0%,-22%,-7%,0%,33%,15%,0
O=C(CN1C(=O)C2C3C=CC(C3)C2C1=O)NCc1ccccc1 (stereo unspecified),-1%,1%,1%,-17%,0%,1%,20%,6%,-3
Cc1cccc(C(=O)NNc2ncnc3c2cnn3-c2ccc(C)c(Cl)c2)c1,-8%[57.1 µM],-17%,-10%,u,i,-21%,11%,2%[57.1 µM],6
CCC1CCCCN1CCCNC(=O)Cn1ncn2nc(-c3ccc(OC)cc3)cc2c1=O (stereo unspecified),15%,-12%,-6%,-17%,-5%,0%,45%[activator],-3%,9
CCCNC(=O)c1cccc(C(F)(F)F)c1,-17%,1%,1%,4%,-9%,3%,12%,7%,5
CC1CN(C(=O)c2ccc3c(c2)OCO3)CC(C)O1 (stereo unspecified),-6%,6%,-3%,-1%,-3%,8%,19%,-4%,-4
COc1ccc(N(CC(=O)N/N=C/c2ccccc2F)S(=O)(=O)c2ccccc2)cc1,-2%,-30%,3%,-22%,7%,1%,25%,10%,8
Fc1cccc(Cn2cc(C(=S)N3CCOCC3)c3ccccc32)c1,-2%,6%,-3%,-13%,1%,0%,-1%,16%,-1
COc1ccc(-n2c(SCC(=O)N3CCC(C(=O)O)CC3)nc3ccccc3c2=O)cc1OC,-14%,5%,3%,-1%,1%,-5%,34%,-13%,14
Cc1cnn(-c2nc(-c3cccs3)cc(C(F)(F)F)n2)c1,-2%,-7%,-1%,-22%,-6%,5%,43%,5%,-4
CCCCc1nc2cc(C(=O)N3CCCCC3CCO)ccc2o1 (stereo unspecified),0%,-2%,-5%,-1%,-5%,6%,3%,3%,1
O=C(NC1CCCCC1)c1cc2ccccc2cc1O,-5%,-13%,-2%,-21%,i,4%,-3%,-9%,2
COc1cc(C2CC(=O)NC3=C2C(=O)CC(C)(C)C3)cc(OC)c1O (stereo unspecified),-5%,27%,0%,2%,0%,7%,53%[activator],-11%[57.1 µM],-3
CCN(CCCNC(=O)CN1C(=O)COc2ccccc21)c1cccc(C)c1,2%[57.1 µM],22%,0%,-14%,-11%,-1%,-24%,-12%[57.1 µM],9
CCn1ccc(C(=O)Nc2c(C)nn(Cc3c(F)c(F)c(F)c(F)c3F)c2C)n1,9%,-4%,-11%,-17%,-2%,1%,-2%,27%[57.1 µM],-2
Cc1ccccc1OCC(=O)OCC(=O)c1ccc(-c2ccccc2)cc1,-4%,11%,5%,-1%,x,0%,35%[activator],5%,0
O=[N+]([O-])c1ccc(Oc2cccc(Br)c2)c2ccncc12,8%[57.1 µM],7%,1%,-8%,-13%,8%,u,7%[57.1 µM],-7
N#C/C(C(=O)N1CCCCC1)=C1/N=C(NC(=O)c2ccc(F)cc2)c2ccccc21,-1%,7%,-4%,-16%,13%,-3%,40%[activator],0%,0
Fc1ccccc1NC(=S)N1CCN(C/C=C/c2ccccc2)CC1,0%,20%,0%,-12%,i,4%,7%,-2%,0
O=C(CSCc1ccccc1)N1CCN(c2cccc(C(F)(F)F)c2)CC1,-1%,5%,u,-29%,-1%,6%,126%[activator],14%,-1
O=C(c1cc2nc(-c3ccccc3)cc(-c3ccccc3)n2n1)N1CCCC1,14%,-21%,0%,-29%,-15%,-16%,97%[activator],12%,0
C=C1CCN([C@H](C(=O)Nc2ccc(OC)cc2)C(C)C)S(=O)(=O)c2ccccc21,8%[57.1 µM],6%,0%,-10%,-2%,-3%,11%,23%[57.1 µM],2
COc1cc(NC(=O)CN(c2cc(C)cc(C)c2)S(=O)(=O)c2c(C)[nH]c(=O)[nH]c2=O)cc(OC)c1,-3%&-6%,4%&10%,-3%&5%,u,-2%&4%,12%&12%,56%&20%[activator],19%&-1%,-4&3
O=C(COC(=O)/C=C/c1ccc(Cl)cc1)NCc1cccs1,x,-7%,x,-13%,i,3%,x,x,3
CC(=O)c1cccc(NC(=O)c2cnn(-c3ccccc3)c2C)c1,2%,-6%,-3%,-20%,-1%,12%,43%[activator],12%,-3
Cc1[nH]c2ccc(F)cc2c1CCN(Cc1cccnc1)C(=S)Nc1cccc(F)c1,-8%,-8%,-2%,-16%,-6%,1%,0%,-12%,1
COc1ccc(/C=C2\SC(=S)N(CCCC(=O)N3CCN(C)CC3)C2=O)cc1,4%,0%,0%,1%,-13%,7%,u,17%,-6
CCCCN(CC)CCNC(=O)c1cc2c(-c3ccc(Cl)cc3)nn(C)c2s1,74%&50%[activator],-3%&8%,0%&3%,-14%&-10%,-8%,-9%,9%&6%,30%&3%,6&1
COCCNCC(O)CON=C1c2ccccc2-c2ccccc21 (stereo unspecified),5%[57.1 µM],1%,1%,-18%,6%,7%,9%,-1%[57.1 µM],-30
CCn1c(C)c(C)c2cc(C(=O)NCc3ccc(N(C)C)cc3)ccc21,-4%[57.1 µM],18%,39%[activator],u,i,38%[activator],u,6%[57.1 µM],1
CCCCNC(=O)c1cc(C)no1,2%,12%,1%,-3%,5%,-1%,30%,3%,-2
CCc1nc2ccc(C(=O)NCc3ccc(SC)cc3)cc2nc1CC,-5%[57.1 µM],u,6%,-18%,i,8%,33%,10%[57.1 µM],2
CCOC(=O)N1CCN(C(=O)C(=O)Nc2ccc3nc4n(c(=O)c3c2)CCCCC4)CC1,-10%,1%,0%,-17%,-3%,-5%,21%,-1%,0

Profiles, quoted from the list. Order of values: TrxR1 substrate	GLS inhibitor	Pin1 inhibitor	USP1-UAF1 inh	PGK inhibitor	mIDH1 inhibitor	HP1b chromo inh	rTrxR1 inhibitor	PI4K2A block
Fc1ccccc1NC(=S)N1CCN(C/C=C/c2ccccc2)CC1 across the screens: 0%	20%	0%	-12%	i	4%	7%	-2%	0
COCCNCC(O)CON=C1c2ccccc2-c2ccccc21 (stereo unspecified) across the screens: 5%[57.1 µM]	1%	1%	-18%	6%	7%	9%	-1%[57.1 µM]	-30

This is a subset; count on the stated rates, not on these rows.
